# CRFR2-BP antag – antagonists of CRF-BP/CRF-R2 complex, primary screen, cell-based, HEK293, calcium dye fluorescence, uHTS; actives 0.59% (n = 350,000); inhibition, % at 11.8 µM; CRF-induced calcium fluorescence;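 active = inhibition of the ligand-induced calcium signal above about 50% at the single tested concentration, limit read from the data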
# IDE act – human IDE activators in live cells, primary screen, fluorescence polarization, HEK cells, FAbeta-B substrate | Insulin-degrading enzyme (Homo sapiens), P14735 | FAbeta-B cleavage; 0% vehicle, 100% cell-free pure enzyme wells | activation, % at 5.96 µM | actives 0.073% (n = 340,000) | AID 493087, 2011;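 active = activation above the mean of all tested compounds plus 3 SD, set per screening campaign, cut at about 17% in these data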
# Target sequence (P14735 whole entry, looked up): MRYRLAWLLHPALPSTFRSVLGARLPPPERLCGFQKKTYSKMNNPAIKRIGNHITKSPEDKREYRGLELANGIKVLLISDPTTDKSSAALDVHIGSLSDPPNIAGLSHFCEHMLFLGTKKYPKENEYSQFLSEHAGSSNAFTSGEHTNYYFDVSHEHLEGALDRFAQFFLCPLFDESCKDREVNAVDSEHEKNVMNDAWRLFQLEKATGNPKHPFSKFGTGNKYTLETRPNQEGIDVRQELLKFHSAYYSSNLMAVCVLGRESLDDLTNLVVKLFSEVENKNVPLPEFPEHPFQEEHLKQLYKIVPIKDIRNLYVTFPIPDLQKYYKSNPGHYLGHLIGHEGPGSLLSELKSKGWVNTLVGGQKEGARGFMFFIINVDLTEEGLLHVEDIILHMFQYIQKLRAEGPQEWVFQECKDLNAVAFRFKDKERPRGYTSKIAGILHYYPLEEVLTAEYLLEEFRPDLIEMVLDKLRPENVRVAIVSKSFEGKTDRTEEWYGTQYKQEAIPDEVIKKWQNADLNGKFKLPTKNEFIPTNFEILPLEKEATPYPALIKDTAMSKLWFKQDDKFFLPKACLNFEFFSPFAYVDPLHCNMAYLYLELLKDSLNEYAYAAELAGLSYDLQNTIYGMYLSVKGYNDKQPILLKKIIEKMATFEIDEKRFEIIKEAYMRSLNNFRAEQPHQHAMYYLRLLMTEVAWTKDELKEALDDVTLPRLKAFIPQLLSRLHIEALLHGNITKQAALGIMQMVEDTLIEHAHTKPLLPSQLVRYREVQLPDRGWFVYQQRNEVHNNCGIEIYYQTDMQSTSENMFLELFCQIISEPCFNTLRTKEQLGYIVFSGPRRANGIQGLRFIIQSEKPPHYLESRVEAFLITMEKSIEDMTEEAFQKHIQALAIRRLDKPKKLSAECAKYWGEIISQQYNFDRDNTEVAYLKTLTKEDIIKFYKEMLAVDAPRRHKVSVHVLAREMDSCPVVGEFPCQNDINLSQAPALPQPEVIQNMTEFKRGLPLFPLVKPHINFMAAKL
# GalR3 antagonist – GalR3 antagonists in HEK293 cells, primary screen, cell-based, fluorescence readout | Galanin receptor type 3 (Homo sapiens), O60755 | HEK293 GalR3-CNG cAMP membrane potential fluorescence; galR3 body fused to GalR1 C-terminus | inhibition, % at 3 µM | actives 0.44% (n = 360,000) | AID 651719, 2012;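 active = inhibition above the screen-wide average plus 3 SD, cut at about 13% in these data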;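 also: forskolin and galanin both at EC90 stimulate the cells; cAMP rise reported by CNG channel membrane potential dye signal; 0% = forskolin plus galanin with DMSO and 100% = forskolin alone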
# * marks the source's active call; other numbers are inactive results.
CRFR2-BP antag,IDE act,GalR3 antagonist,compound
-5,5,-7,COc1ccccc1[C@@H]1C(c2ccccc2)=NN(c2ccc(Br)cc2)[C@H]1C(=O)N1CCOC1=O
15,6,-6,Nc1ncnc(Nc2ccccc2Oc2ccccc2)n1
6,0,-9,N#CCCN(C(=O)COC(=O)C1CCN(S(=O)(=O)c2ccccc2C(F)(F)F)CC1)c1ccccc1
21,-3,-5,S=c1[nH]c2ccccc2n1CCc1ccncc1
4,-1,0,CCCn1c(SCC(=O)N2CCCC2=O)nc2ccccc2c1=O
5,2,3,COc1cccc(CC(=O)OCC(=O)Nc2c(C)nn(-c3ccccc3)c2C)c1
6,6,-3,Cc1ccc(S(=O)(=O)N2CCN(C(=O)COC(=O)c3ccccc3OC(F)F)CC2)c(C)c1
-8,-1,-7,c1ccc(CCCNCCCn2cnc3c(OCc4ccccc4)ncnc32)cc1
-11,0,-5,CN1CCN(C2=C(Cl)C(=O)c3ccccc3C2=O)CC1
4,4,-5,Cc1cc2c(cc(C(=O)OC(C)C(=O)NCc3ccccc3)n2C)o1 (configuration not stated)
4,3,-6,COC(=O)c1ccc(CSC2=NC[C@@H]3[C@@H]4C(=O)N(Cc5ccccc5)C(=O)[C@@H]4[C@](Cc4ccccc4)(C(=O)OC)N23)cc1
0,4,-2,CN(C(=O)c1ccc(NC(=O)Cc2cccc(NC(=O)C3CCCN(C(=O)C4CCCC4)C3)c2)cc1)C1CC1 (configuration not stated)
2,-5,-6,NC(=S)NN=C(c1ccc(Br)cc1)C1CC1
-4,1,-2,Nc1cc(SCc2ccc(Cl)cc2Cl)ncn1
1,2,-5,COc1ccc(CNC(=O)CCC(=O)N2CCN(S(=O)(=O)c3cc([N+](=O)[O-])ccc3C)CC2)cc1
-2,5,0,CN1C[C@@H]2[C@@H]3C(=O)N(C)C(=O)[C@@H]3[C@](C)(C1=O)N2C(=O)c1ccc(F)cc1
-2,0,-6,COc1cccc(NC(=O)CN(C)C(=O)c2cc(S(=O)(=O)Nc3ccccc3OC)ccc2C)c1
-2,-2,-6,CC1(C)C2(C#N)C(=O)NC(=O)C12C#N (configuration not stated)
29,4,-3,CC[C@H](C)[C@H]1CNC(=O)C(=O)N1CC1CCN(CCc2ccccc2)CC1
6,1,-1,Cc1c(N(C)S(=O)(=O)c2ccc(Cl)c(C(=O)NCC3CCCO3)c2)c(=O)n(-c2ccccc2)n1C (configuration not stated)
17,7,0,COc1ccccc1[C@H]1C(c2cccc(C)c2)=NN(c2ccccc2)[C@@H]1CO
2,2,-3,N#CC(=C(O)COC(=O)CCCNC(=O)c1ccc(Cl)cc1)c1nc2ccccc2[nH]1
22,5,-4,O=C(CN1CCN(CC(=O)c2ccc(Cl)cc2)CC1)c1ccc(Cl)cc1
-8,5,-6,CCN(C(=O)COC(=O)/C(C#N)=C/c1cc(C)n(CCOC)c1C)c1c(N)n(Cc2ccccc2)c(=O)[nH]c1=O
-12,5,-4,Cn1c(=O)c2[nH]c(C3CC=CCC3)nc2n(C)c1=O (configuration not stated)
-2,-2,-2,O=C(O)c1ccc(NC2(C(=O)O)CCCC2)cc1
15,2,-3,CCOC(=O)C(Cc1ccnnc1)=NO
1,6,-3,O=C(OCC1CCC=CO1)C1CCC=CO1 (configuration not stated)
9,0,-1,O=C(c1ccc(-c2ccccc2Cl)o1)N1CCC1
-1,-3,-2,COc1cc(C2C3=C(COC3=O)OC(C)(C)Oc3cc4c(cc32)OCO4)cc(OC)c1OC (configuration not stated)
13,1,-5,CC(C)C(=O)N[C@@H]1c2ccccc2CC[C@@H]1OCc1ccccc1
-7,5,1,Cc1ccc(S(=O)(=O)N2C[C@@H]3[C@H]4CC[C@H](C4)[C@@H]3[C@@H](C)[C@@H]2c2ccn(Cc3ccccc3)c2)cc1
19,-1,-6,Nc1cccc2cc(S(=O)(=O)O)ccc12
5,2,-3,CCN(C(=O)COC(=O)CCCc1nc2ccccc2s1)c1c(N)n(Cc2ccccc2)c(=O)[nH]c1=O
-2,1,-6,Cc1ccccc1Nc1nc(N)nc(C)c1Br
-7,0,-4,CN1OC[C@@H]2CN[C@H](c3cccc(-c4cc(Cl)cc(Cl)c4)c3)C[C@@H]21
5,3,-2,O=C(c1ccccc1)C1CC=CCC1C(=O)c1ccccc1 (configuration not stated)
-6,-1,-4,COc1cc(C(=O)Nc2ccc(C(F)(F)F)cc2)ccc1OCC(=O)N1CCOCC1
0,0,-2,Cc1cc(CNC[C@H]2O[C@@H](n3cnc(C(N)=O)n3)[C@H](O)[C@@H]2O)c(C)n1-c1cccnc1
8,0,-3,O=C(Nc1ccccc1C(=O)NC1CC1)c1ccc([N+](=O)[O-])o1
-98,-2,-7,CC1=CC2C(C(O)CC3(C)C2CC(C)C32OCOC23COCO3)C2(C)C/C(=C\O)C(=O)C=C12 (configuration not stated)
11,-2,-4,CC1=NN(c2cc(Cl)c(S(=O)(=O)O)cc2Cl)C(=O)C1
12,-2,-3,C(#CCN1CCOCC1)CCCN1CCOCC1
0,-2,-2,COc1ccc(CN(C)C(=O)C(Cc2ccccc2)NC(=O)c2ccccc2)cc1F (configuration not stated)
-11,4,-2,Cc1[nH]c(=O)nc(NN=Cc2ccc(Cl)cc2)c1C(=O)Nc1ccc(Cl)cc1
-5,2,-6,O=C1C2C3C=CC(O3)C2C(=O)N1Cc1ccncc1 (configuration not stated)
-1,-2,-1,NS(=O)(=O)c1ccc(N2CCOCC2)c(C(=O)NCc2ccc3c(c2)OCO3)c1
15,4,-8,O=C(NCCOC(=O)Nc1cccc2ccccc12)OCc1ccccc1
2,4,-6,CNc1nc(N/N=C/c2cc([N+](=O)[O-])ccc2F)nc(Nc2ccccc2)n1
-14,2,-1,O=S(=O)(Nc1ccc(-n2cnnn2)cc1)c1cccc(Cl)c1
-31,4,-2,CCC(C(=O)OCC(=O)C1(O)CCC2C3CCC4=CC(=O)CCC4(C)C3C(O)CC21C)C(C)C (configuration not stated)
-2,1,-7,CN1C[C@@H]2[C@@H]3C(=O)N(Cc4ccccc4)C(=O)[C@@H]3[C@](Cc3ccccc3)(C1=O)N2C(=O)c1ccc(F)cc1
-5,4,3,CCCCN1C(=O)CC(SC2CC(=O)N(CCCC)C2=O)C1=O (configuration not stated)
1,4,-2,CCCCCCCCCCCCCCCC(=O)OCC1OC(n2ccc(N)nc2=O)C(O)C1O (configuration not stated)
-20,5,-1,O=C(c1ccccc1)C1OC1C(=O)c1ccccc1 (configuration not stated)
6,-4,-5,CCN(CC)c1ccc(S(=O)(=O)N2CCOCC2)cc1NC(=O)COC(=O)C1=COCCO1
-11,-5,-3,Cc1ccc(C(=O)NCC(=O)N(C)Cc2ccc(Cl)cc2Cl)s1
-8,-7,-5,CC(=NO)C1CCC2C3CCC4=CC(=NO)CCC4(C)C3C(=O)CC12C (configuration not stated)
4,3,-5,CC(C)CCN1CCC(CN2C(=O)C(=O)NC[C@@H]2Cc2ccccc2)CC1
-3,1,-2,CCOc1ncccc1C(=O)OCC(=O)Nc1cc(S(=O)(=O)N2CCCCC2)ccc1Cl

# Two compounds drawn at random from the list so far, as already listed:
CRFR2-BP antag,IDE act,GalR3 antagonist,compound
-8,-7,-5,CC(=NO)C1CCC2C3CCC4=CC(=NO)CCC4(C)C3C(=O)CC12C (configuration not stated)
2,4,-6,CNc1nc(N/N=C/c2cc([N+](=O)[O-])ccc2F)nc(Nc2ccccc2)n1

# (cont.)
CRFR2-BP antag,IDE act,GalR3 antagonist,compound
10,2,-2,CC[C@]12c3[nH]c4ccc(OC)cc4c3CCN1C(=O)C(CC(=O)NCc1cccc(C(F)(F)F)c1)C[C@@H]2C(=O)N1CCN(C(=O)c2ccco2)CC1 (some centres not stated)
11,5,-2,COc1ccc(OC)c(NC(=O)CSc2nc3[nH]c(=O)[nH]c(=O)c3s2)c1
19,8,-8,C[C@]12c3[nH]c4ccc(Cl)cc4c3CCN1C(=O)[C@@H](CC(=O)NCC13CC4CC(CC(C4)C1)C3)C[C@@H]2C(=O)N1CCOCC1
7,5,-4,CC1CN(Cc2ccccc2)C(=O)NC1=O (configuration not stated)
-4,-3,-3,NC(=O)c1ncn([C@@H]2O[C@H](CNCc3ccccc3C#Cc3ccccc3)[C@@H](O)[C@H]2O)n1
5,-2,-5,CN1OC[C@@H]2CN(S(=O)(=O)c3ccccc3)[C@H](c3cccc(Br)c3)C[C@@H]21
2,-3,-3,NC(=O)N/N=C/c1ccc(-c2ccc(S(=O)(=O)Nc3ncccn3)cc2)o1
-3,3,-3,CCC1(c2ccccc2)NC(=O)N(CC(=O)NCC2COc3ccccc3O2)C1=O (configuration not stated)
-24,2,-5,O=C(/C=C/c1ccco1)c1cccc([N+](=O)[O-])c1
-51,4,-4,CCCNC(=O)Cn1c(=O)/c(=C/c2ccc(-c3cccc([N+](=O)[O-])c3)o2)s/c1=C\C(=O)C(C)(C)C
7,7,-6,CC[C@]12c3[nH]c4cc(CCC(=O)N(C)C)ccc4c3CCN1C(=O)[C@@H](CC(=O)NCCCOC)C[C@@H]2C(=O)N1CCN(C(=O)C2CC2)CC1
9,0,-5,CCCc1ccc(S(=O)(=O)N2CCN(C(C)C(=O)NC3CCCC3)CC2)cc1 (configuration not stated)
-6,1,-4,O=C(CCCSCCCC(=O)NN=Cc1ccccc1)NN=Cc1ccccc1
-14,-1,2,O=S(=O)(Nc1cc(S(=O)(=O)N2CCCC2)ccc1O)c1ccc(Cl)s1
1,2,-1,O=C(c1ccc(OCc2cn3ccccc3n2)cc1)N1CCN(S(=O)(=O)c2ccccc2F)CC1
13,2,-2,O=C(Cn1cc(COc2ccccc2C(F)(F)F)nn1)c1ccc(O)cc1
-23,5,-5,Cn1c(N)c(N=Cc2ccccc2)c(=O)n(C)c1=O
-6,6,-4,CNc1ncnc(Sc2nc(N)nc3nc[nH]c23)c1[N+](=O)[O-]
-2,4,-6,O=C(COc1ccccc1Br)NC(=O)NC1CCCC1
5,4,-4,O=C(c1cnc(Cl)c(Cl)c1)N1CCN(S(=O)(=O)c2ccc3ccccc3c2)CC1
4,6,1,Cc1ccc(-n2nnnc2SCC(=O)NC2CCS(=O)(=O)C2)c(C)c1 (configuration not stated)
-3,3,-3,Cc1c(C(=O)NC(C)c2ccccn2)oc2c(Cl)cccc12 (configuration not stated)
3,0,-6,COc1cc(OC)c2c(-c3cccc(-c4sccc4C(C)=O)c3)cc(=O)oc2c1
3,4,-4,O=C(NNC(=O)OCc1ccccc1)OCc1ccccc1

# No new results follow: an excerpt of the list.
CRFR2-BP antag,IDE act,GalR3 antagonist,compound
4,6,1,Cc1ccc(-n2nnnc2SCC(=O)NC2CCS(=O)(=O)C2)c(C)c1 (configuration not stated)
-3,3,-3,Cc1c(C(=O)NC(C)c2ccccn2)oc2c(Cl)cccc12 (configuration not stated)
3,0,-6,COc1cc(OC)c2c(-c3cccc(-c4sccc4C(C)=O)c3)cc(=O)oc2c1
3,4,-4,O=C(NNC(=O)OCc1ccccc1)OCc1ccccc1

# The results go on:
CRFR2-BP antag,IDE act,GalR3 antagonist,compound
-1,-1,-6,CCCCCC(=C/c1ccccc1)/C=N/Nc1ccc(S(=O)(=O)N2CCOCC2)cc1[N+](=O)[O-]
-2,1,-5,CC[C@]12c3[nH]c4ccc(Cl)cc4c3CCN1C(=O)[C@@H](CC(=O)NCc1cccc(C(F)(F)F)c1)C[C@@H]2C(=O)N1CCN(C(=O)C2CC2)CC1
-5,1,1,Cc1ccc(NC(=O)CCCNC(=O)c2ccc(Cl)cc2)cc1S(=O)(=O)N1CCCCC1
7,3,1,CC(=O)NC12CC3CC(C1)CC(C(=O)N1CCN(S(=O)(=O)c4ccc([N+](=O)[O-])cc4)CC1)(C3)C2
-15,2,-1,CCCOc1ccccc1OCC(=O)Nc1cccc(S(=O)(=O)NC2=NCCC2)c1
-2,0,3,CC(=O)Nc1ccc(S(=O)(=O)NC2(c3ccccc3)C(=O)N(C)C(=O)N(C)C2=O)cc1
0,2,-3,O=C1NC2c3c(I)sc(I)c3C(=O)C2O1 (configuration not stated)
-22,2,0,O=C(O)c1cc(N2CCCCC2)ccn1
-7,7,-9,Cc1ccc(C(=O)Nc2cccc(S(=O)(=O)N3CCCCC3)c2)cc1S(=O)(=O)N1CCOCC1
2,6,1,COc1ccc(CCn2c(-c3cccc([N+](=O)[O-])c3)nc3nc4ccccc4nc32)cc1
9,2,97*,COc1ccc(-c2noc(CCCCC(=O)N3CCN(c4cc(C)ccc4C)CC3)n2)cc1
-29,5,-6,O=C(Nc1ccc(Cl)cc1)NN1CCCCCC1
25,8,-4,CN(C)C(CNC(=O)c1cc2ccccc2o1)c1ccccc1 (configuration not stated)

# Of the compounds above, nine have a nitro group on carbon:
CRFR2-BP antag,IDE act,GalR3 antagonist,compound
1,2,-5,COc1ccc(CNC(=O)CCC(=O)N2CCN(S(=O)(=O)c3cc([N+](=O)[O-])ccc3C)CC2)cc1
8,0,-3,O=C(Nc1ccccc1C(=O)NC1CC1)c1ccc([N+](=O)[O-])o1
2,4,-6,CNc1nc(N/N=C/c2cc([N+](=O)[O-])ccc2F)nc(Nc2ccccc2)n1
-24,2,-5,O=C(/C=C/c1ccco1)c1cccc([N+](=O)[O-])c1
-51,4,-4,CCCNC(=O)Cn1c(=O)/c(=C/c2ccc(-c3cccc([N+](=O)[O-])c3)o2)s/c1=C\C(=O)C(C)(C)C
-6,6,-4,CNc1ncnc(Sc2nc(N)nc3nc[nH]c23)c1[N+](=O)[O-]
-1,-1,-6,CCCCCC(=C/c1ccccc1)/C=N/Nc1ccc(S(=O)(=O)N2CCOCC2)cc1[N+](=O)[O-]
7,3,1,CC(=O)NC12CC3CC(C1)CC(C(=O)N1CCN(S(=O)(=O)c4ccc([N+](=O)[O-])cc4)CC1)(C3)C2
2,6,1,COc1ccc(CCn2c(-c3cccc([N+](=O)[O-])c3)nc3nc4ccccc4nc32)cc1

# Screening results (PubChem BioAssay)

# The list is partial; rates above refer to the full screens.
